# pPAFAH inh: pPAFAH (human) enzyme inhibition. Q13093. recombinant pPAFAH, FP-rhodamine probe fluorescence polarization. inhibition, % at 3.39 µM. 330,000 tested, 1.5% active. AID 463082;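 active = inhibition above the mean inhibition across the screen plus 3 SD, cut at about 25% in these data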;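 note: inhibitors block binding of the rhodamine activity-based probe so polarization drops; 0% = enzyme with DMSO and 100% = wells lacking pPAFAH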
# PAFAH1B3 inh: inhibitors of human PAFAH1B3; Q15102; recombinant PAFAH1B3, FP-rhodamine probe, fluorescence polarization; inhibition, % at 3.39 µM; 340,000 tested, 0.28% active; AID 492972;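 active = inhibition above the screen-wide average of all tested compounds plus 3 SD, cut at about 25% in these data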;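 note: 0% = enzyme with DMSO only and 100% = wells lacking PAFAH1B3 protein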
# ZTA DNA inh: ZTA (EBV) inhibition in EBNA-1 counter-screen | P03206 | ZTA-DNA binding, fluorescence polarization | inhibition, % at 11 µM | 320,000 tested, 0.15% active; in the data active = inhibition above about 33%
# PREPL inh: inhibits the human prolyl oligopeptidase-like enzyme; recombinant PREPL, fluorescence polarization activity-based probe; inhibition, % at 5.96 µM; 320,000 tested, 0.68% active; in the data active = inhibition above about 43%;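 note: 0% = enzyme with DMSO and 100% = wells lacking enzyme; many of its hits are not listed in these tables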
# Target sequence (Q4J6C6 whole entry, looked up): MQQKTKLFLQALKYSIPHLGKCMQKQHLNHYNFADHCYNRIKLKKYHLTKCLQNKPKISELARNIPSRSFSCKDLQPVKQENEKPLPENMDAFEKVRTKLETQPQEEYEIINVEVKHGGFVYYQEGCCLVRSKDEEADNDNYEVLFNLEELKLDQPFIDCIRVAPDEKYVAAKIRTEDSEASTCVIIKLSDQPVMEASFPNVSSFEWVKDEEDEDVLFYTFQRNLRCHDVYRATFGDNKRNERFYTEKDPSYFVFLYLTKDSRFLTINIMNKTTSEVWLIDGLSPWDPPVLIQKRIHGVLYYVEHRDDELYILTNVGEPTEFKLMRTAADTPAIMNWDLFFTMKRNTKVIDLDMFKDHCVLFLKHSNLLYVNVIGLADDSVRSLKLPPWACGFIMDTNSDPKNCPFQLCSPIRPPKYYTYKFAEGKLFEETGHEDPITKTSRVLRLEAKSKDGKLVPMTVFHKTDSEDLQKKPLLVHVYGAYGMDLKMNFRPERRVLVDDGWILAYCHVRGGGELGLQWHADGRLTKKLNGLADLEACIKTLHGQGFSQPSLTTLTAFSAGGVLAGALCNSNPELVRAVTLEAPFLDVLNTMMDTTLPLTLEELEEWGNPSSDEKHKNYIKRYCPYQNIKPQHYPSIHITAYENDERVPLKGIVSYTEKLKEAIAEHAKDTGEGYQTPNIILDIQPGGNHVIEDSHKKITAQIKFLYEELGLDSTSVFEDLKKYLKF
# PAFAH2 FP inh: inhibitors of human PAFAH2; recombinant PAFAH2, FP-rhodamine activity probe, fluorescence polarization; inhibition, % at 3.39 µM; 340,000 tested, 0.99% active; AID 492956;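 active = inhibition above the mean over all tested compounds plus 3 SD, cut at about 30% in these data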;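 note: inhibitors block probe labeling of enzyme so polarization drops; 0% = enzyme with DMSO and 100% = wells lacking PAFAH2 protein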
# EBNA-1 inhibitor: blocks EBNA-1 binding to DNA | 300,000 tested, 0.34% active | inhibition, % at 14.8 µM | AID 1950 | EBNA-1 DNA binding, fluorescence polarization; in the data active = inhibition above about 28%
# LYPLA1 inh: LYPLA1 (human) inhibition in PME1 counter-screen. 320,000 tested, 0.16% active. recombinant LYPLA1, FP-Rh probe fluorescence polarization. inhibition, % at 5.9 µM;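 active = inhibition above the mean of all tested compounds plus 3 SD, set per campaign, cut at about 14% in these data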;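 note: inhibitors block serine hydrolase probe labeling of LYPLA1 so polarization falls; 0% = enzyme with DMSO and 100% = wells lacking LYPLA1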
# LYPLA2 inh: LYPLA2 (human) inhibition in PME1 counter-screen | O95372 | recombinant LYPLA2, FP-Rh probe fluorescence polarization | inhibition, % at 5.9 µM | 320,000 tested, 0.38% active | AID 2177;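 active = inhibition above the screen-wide mean plus 3 SD, limit set per campaign, cut at about 26% in these data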;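 note: 0% = LYPLA2 with DMSO and 100% = wells lacking LYPLA2 enzyme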
# PAFAH1B2 FP inh: inhibitors of human PAFAH1B2; recombinant PAFAH1B2, FP-rhodamine activity probe, fluorescence polarization; 340,000 tested, 1.2% active; AID 492953; P68402; inhibition, % at 3.39 µM;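 active = inhibition above the mean of all tested compounds plus 3 SD, cut at about 24% in these data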;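 note: 0% = enzyme with DMSO and 100% = wells lacking PAFAH1B2; many of its hits are not listed in these tables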
# Target sequence (P68402 whole entry, looked up): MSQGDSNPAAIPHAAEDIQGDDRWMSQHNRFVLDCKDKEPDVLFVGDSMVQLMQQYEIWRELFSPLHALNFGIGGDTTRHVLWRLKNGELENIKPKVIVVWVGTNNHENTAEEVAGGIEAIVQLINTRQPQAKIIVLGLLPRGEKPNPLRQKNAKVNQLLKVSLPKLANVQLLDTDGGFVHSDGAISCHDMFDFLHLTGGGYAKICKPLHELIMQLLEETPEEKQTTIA
# * = called active by the depositor; / = not tested or not shown. Only part of the results is shown; rates above refer to the full screens.
Compound	pPAFAH inh	PAFAH1B3 inh	ZTA DNA inh	PREPL inh	PAFAH2 FP inh	EBNA-1 inhibitor	LYPLA1 inh	LYPLA2 inh	PAFAH1B2 FP inh
CCOc1c(Br)cc(C(=O)NCCCn2ccnc2)cc1OC	-2.6	2.8	-10.9	-2.7	-8.3	-11.6	-0.9	-4.7	3.9
O=C(Nc1ccccc1)Nc1ccc(Br)cc1F	0.1	0.5	-4.0	2.2	1.6	-6.0	-3.1	-3.6	3.2
Cn1c(=O)c2c(nc(CN3CCN(c4ccccc4F)CC3)n2CCN2CCOCC2)n(C)c1=O	1.8	6.6	0.0	28.3	1.1	6.2	-1.9	3.8	4.6
CC(NCC(=O)Nc1cc(S(=O)(=O)N2CCCCCC2)ccc1Cl)c1ccccc1 (stereo unspecified)	8.3	-0.2	2.1	-0.8	-2.2	-0.2	-4.4	-0.9	8.5
COC(=O)c1cc(C(=O)OCC(=O)NC2CCCCCCC2)cc([N+](=O)[O-])c1	14.0	5.3	2.2	3.0	0.3	/	1.9	-6.9	4.7
Fc1ccc(-c2cc(C(F)(F)F)nc(NCC3CCCO3)n2)cc1 (stereo unspecified)	16.6	3.6	0.1	-0.6	-0.9	-0.7	-2.8	1.8	2.5
COc1ccc(CNC(=O)C2CCN(S(=O)(=O)c3ccc4c(c3)CC(C)N4C(=O)C3CC3)CC2)cc1 (stereo unspecified)	8.4	-0.1	7.6	0.3	-2.2	0.1	1.1	7.1	0.3
O=C(Nc1nc(-c2ccc(Cl)s2)cs1)c1ccncc1	6.1	9.8	-9.4	8.2	0.0	16.1	-1.1	-0.3	-1.4
C=CCNC(=S)NNC(=O)c1ccc(OCCCC)cc1	4.8	6.6	20.9	-3.3	-13.4	3.4	1.8	6.3	-0.1
O=C(CCNc1ccc(F)cc1)c1cccc([N+](=O)[O-])c1	-2.6	4.5	-8.4	35.2	4.6	-0.5	2.3	1.9	7.1
O=C(NCC(c1ccco1)N1CCN(c2ccc(F)cc2)CC1)C(=O)NC1CC1 (stereo unspecified)	3.8	3.3	2.9	1.8	-0.1	1.0	2.0	-2.3	3.0
O=C(Nc1ccc(N2CCOCC2)c(Cl)c1)c1ccc2c(c1)OCCO2	2.8	5.7	-28.2	18.2	0.9	-13.4	-1.9	-6.6	0.5
COc1cc(OC)cc(C(=O)NC(=S)Nc2cccnc2)c1	3.5	-3.2	14.8	-5.5	-4.1	3.5	-3.9	2.4	-1.6
CCOC(=O)CNC(=O)CSc1nnc(-c2ccccc2)n1Cc1ccco1	0.8	3.1	0.1	-4.4	3.3	0.0	1.5	2.5	3.3
CC(=O)Nc1ccc(/C(C)=N\NC(=O)c2ccc(-c3ccccc3)cc2)cc1	-0.2	/	7.9	-5.0	/	2.6	-13.2	-29.0	/
CC(=O)N(C)/C=C1\Sc2ccccc2C1=O	0.7	3.6	-17.0	-2.6	-0.9	-9.0	1.1	2.4	-1.8
O=C(Cc1ccc(Br)cc1)Nc1ncc([N+](=O)[O-])s1	15.2	12.2	4.1	19.8	11.3	-4.7	-2.0	-0.9	35.1*
CC1(C)OC(C)(C)/C(=C/Nc2ccccc2)C1=O	1.0	-4.1	4.8	-3.2	-2.2	1.1	-0.3	3.1	-3.3
N#CCC(=O)Nc1ccc(C(=O)OCc2ccccc2Oc2ccccc2)cc1	2.4	-17.0	11.5	-15.8	-35.7	7.2	6.8	26.0*	-5.1
COc1ccc2c(c1)C(=C(C#N)C#N)C(=O)N2CCc1ccccc1	12.3	-3.2	2.5	29.5	6.3	6.6	-3.1	-0.3	1.6
Cc1c(C(=O)Nc2cccc(-c3nnc4n3CCCCC4)c2)oc2ccccc12	5.6	-1.0	14.9	7.8	-1.4	6.6	-9.8	-0.7	-3.2
Cn1c(N)c(C(=O)CSc2nnc(Cc3cccs3)n2C2CC2)c(=O)n(C)c1=O	3.6	2.1	11.3	-0.9	-0.1	/	-2.3	1.1	-2.7
COC(=O)NCC(c1ccco1)N1CCN(c2ccc(F)cc2)CC1 (stereo unspecified)	2.9	-3.2	-7.0	-5.5	-2.4	-2.6	-0.8	1.4	3.1
O=C(O)CCCCCCCCCCP(=O)(c1ccccc1)c1ccccc1	-1.5	-0.5	-6.8	22.2	0.6	-2.4	2.9	5.1	3.5
O=C(CCc1ccccc1)NNC(=O)c1ccc(Br)cc1	2.1	-5.4	0.4	-4.7	-1.4	-1.7	-2.0	1.7	0.7
COC(=O)c1cc(C#N)c(Oc2ccccc2OC)nc1C	0.6	4.8	-9.3	6.7	-1.2	6.0	-3.5	-7.3	1.6
CCCN(C(=O)C1CC(=O)N(c2ccccc2C(C)CC)C1)C1CCS(=O)(=O)C1 (stereo unspecified)	1.9	-0.7	-2.4	2.9	-3.2	/	1.6	5.1	2.3
CCC(C)(C)NC(=O)c1cc(S(=O)(=O)N2CCCCC2)ccc1N1CCOCC1	0.2	6.7	4.0	-1.0	7.8	1.2	2.0	1.1	-2.1
CCc1nnc(NC(=O)CSc2ccc(-c3ccco3)nn2)s1	13.2	5.4	-1.6	5.1	-8.2	-0.6	-0.4	-3.9	0.7
CCc1nc2ccc(C(=O)NCCCN3CCN(c4ccc(F)cc4)CC3)cc2nc1CC	6.9	3.1	14.6	2.1	0.9	3.4	-1.3	-3.1	5.7
CCN(CC)S(=O)(=O)c1ccc(F)c(C(=O)NCCC(C)C)c1	-0.9	1.3	-1.9	-0.2	5.9	-2.4	1.0	5.7	6.2
CCOC(=O)C1(CCCc2ccccc2)CCN(C(=O)CN2C(=O)CSC2=O)CC1	5.1	1.0	-9.8	17.8	-4.4	4.2	-3.2	23.1	18.2
Cc1cccc(-c2nc3c(c(SCC(=O)N4CCOCC4)n2)Cc2c(CO)cnc(C)c2O3)c1	-5.7	-2.0	-30.3	-10.3	4.8	-15.6	-0.8	-1.5	3.0
Cc1csc(=O)n1CC(=O)OCC(=O)NNC(=O)c1ccc(Cl)cc1	0.5	4.2	1.4	1.7	2.8	/	1.6	-1.8	3.2
O=C(NCc1cccnc1)c1cccn2c(=O)c3sccc3nc12	3.2	-7.5	3.4	-0.6	4.4	-5.6	-2.1	-8.1	4.1
COc1ccc(NC(=O)c2cncc(Br)c2)cc1S(=O)(=O)N1CCCCC1	-0.9	7.4	2.9	-0.6	6.9	1.1	2.6	11.2	4.7

# Some of these compounds in order of their number in PREPL inh, largest number first.
Compound,PREPL inh
CCc1nnc(NC(=O)CSc2ccc(-c3ccco3)nn2)s1,5.1
COc1ccc(NC(=O)c2cncc(Br)c2)cc1S(=O)(=O)N1CCCCC1,-0.6
Cc1cccc(-c2nc3c(c(SCC(=O)N4CCOCC4)n2)Cc2c(CO)cnc(C)c2O3)c1,-10.3

# Continuation:
Compound	pPAFAH inh	PAFAH1B3 inh	ZTA DNA inh	PREPL inh	PAFAH2 FP inh	EBNA-1 inhibitor	LYPLA1 inh	LYPLA2 inh	PAFAH1B2 FP inh
COc1ccc(S(=O)(=O)N2CCN(C)CC2)cc1NC(=O)c1ccccc1C	1.5	-1.6	-6.7	0.5	12.0	-2.4	3.9	10.1	2.6
Cc1ccc([N+](=O)[O-])cc1NC(=O)c1ccc(-c2ccccc2)cc1	9.2	0.0	-11.1	7.1	-6.9	19.6	5.3	11.4	2.8
CCN(C[C@H]1N[C@@](C)(C(=O)OC)[C@H]2C(=O)N(C)C(=O)[C@@H]12)C(=O)Nc1ccc(C)cc1	0.0	-3.5	/	-2.8	11.1	/	/	/	3.6
CC(NS(=O)(=O)c1ccc2c(c1)c(=O)n(C)c(=O)n2C)C(=O)NC1CCCCC1 (stereo unspecified)	-0.8	-3.4	-4.0	10.4	-6.9	-1.4	4.3	5.0	2.3
Cc1nn(CCOc2ccc(Br)cc2)c(C)c1[N+](=O)[O-]	1.6	4.6	4.7	-5.7	4.0	-4.4	-0.3	4.1	0.7
Cc1ccc(NC(=O)CNC(C)c2ccccc2)cc1 (stereo unspecified)	-0.3	2.6	2.3	-7.5	-5.2	4.5	-2.6	-0.9	9.9
CC(=O)N(CN1C(=O)c2ccccc2C1=O)c1ccc2c(c1)oc1ccccc12	1.1	-3.8	13.6	-1.2	2.8	3.8	-2.9	-4.7	3.1
Cc1cc(C)n2nc(SCc3ccc(C#N)cc3)nc2n1	6.5	15.5	-4.8	-0.5	0.3	4.2	0.0	1.9	6.1
CCN(Cc1ccccc1)c1ccc(/C=N/NC(=O)c2cccc(S(=O)(=O)N3CCOCC3)c2)cc1	28.3*	3.5	-6.6	14.5	-7.3	-9.9	-6.8	-0.3	13.3
O=C(Nc1ccccc1F)c1cccc(C(=O)Nc2ccccc2F)c1	3.4	1.2	4.2	2.3	5.2	5.8	-0.6	7.2	1.2
CN1C(=O)c2cccc3c(S(=O)(=O)N4CCCC4C(=O)O)ccc1c23 (stereo unspecified)	5.4	1.3	2.7	-4.8	0.8	2.0	0.6	1.9	-1.3
Cc1cccc(C(=O)NCC(=O)NC2CCC(C)CC2)c1 (stereo unspecified)	9.1	1.1	-7.4	-5.8	-10.7	1.5	1.2	-0.6	3.7
CCCN1CN(CCc2ccccc2)CNC1=S	-5.9	7.7	5.2	8.5	4.3	7.2	0.8	7.3	-2.0
Cc1onc(-c2ccccc2Cl)c1C(=O)N1CCN(C/C=C/c2ccccc2)CC1	5.2	4.7	11.2	7.5	-3.8	9.6	0.1	2.1	-0.2
CCNC(=S)NNC(=O)CSc1nc2ccccc2[nH]1	-9.2	7.1	-10.7	7.2	4.7	-19.5	-0.1	-11.0	-0.1
O=C(O)c1cccc(-n2c(/C=C/c3ccc([N+](=O)[O-])cc3)nc3ccccc3c2=O)c1	8.1	7.0	-30.0	7.0	1.5	-6.1	3.5	9.9	5.4
COc1ccc(C2=NN(C(=O)CSc3nnnn3C)C(c3ccco3)C2)cc1 (stereo unspecified)	-1.4	4.0	-3.6	0.0	4.1	/	-0.3	0.1	-1.7
O=c1cc(NS(=O)(=O)c2ccccc2)nc(SCc2ccccc2Cl)[nH]1	-3.9	7.9	-1.3	-3.1	-0.6	1.2	1.8	3.5	4.1
O=C(COc1ccccc1)Nc1nc(-c2cccs2)cs1	3.4	5.6	11.4	4.1	0.0	4.7	-3.0	-12.1	-2.0
O=C1CCCC/C1=C/Nc1ccc2c(c1)OCO2	11.8	-2.6	4.1	11.8	9.1	-2.3	-2.8	0.8	2.1
COc1cc(/C=N/Nc2cccc(C)c2)ccc1OC(=O)c1cccs1	0.1	12.4	-2.1	40.2	3.8	7.2	-2.0	-1.1	0.8
O=c1c2cccc(Cl)c2nc2n1Cc1ccccc1-2	-4.7	6.8	8.7	-2.3	1.3	-1.5	-1.9	0.2	5.2
COc1cc(/C=C2\N=C(C)OC2=O)cc(OC)c1OC	-1.4	-0.3	-1.2	-4.9	5.3	-2.1	2.4	3.1	7.7
Cc1ccccc1C(=O)Nc1cccc(C(=O)Nc2ccccc2C(=O)O)c1	-3.0	2.7	0.6	-0.3	2.1	6.0	-3.7	-2.9	1.3
CSc1cccc(NC(=O)c2cc(S(=O)(=O)N3CCCC3)cn2C)c1	4.5	9.2	7.6	-5.3	-2.4	2.3	-2.7	-6.2	3.0
CCSC1=N/C(=C\c2ccc3c(c2)OCO3)C(=O)S1	-2.5	-5.3	9.7	7.3	17.1	-8.0	3.9	-2.0	0.0
